Bioassay records from PubChem.
LANA DNA inh – inhibitors of KSHV C-LANA binding to DNA, primary screen, biochemical, fluorescence polarization, FAM-LBS DNA, MBP-C-LANA, single point. Kaposi's sarcoma herpesvirus LANA C-terminal domain (residues 932-1162) DNA binding. inhibition, % at 9 µM. 340,000 compounds, 0.078% hits;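 active = highest replicate inhibition at or above 60% at 9 µM, even if other replicates fall short; inactive = all replicates below 60% inhibition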;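 also: 0% = neutral control wells and 100% = 4 µM acridine orange control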
CDK5 inh – inhibitors of human CDK5/p35 kinase, primary screen, biochemical, single concentration. Cyclin-dependent kinase 5 (Homo sapiens) + Cyclin-dependent kinase 5 activator 1 (Homo …. Recombinant CDK5/p35, ADP-Glo luminescence, 60 min. inhibition, % at 10 µM. 330,000 compounds, 0.01% hits;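 active = highest replicate inhibition of at least 50% and at least 75% of replicates reaching 50%; inconclusive = only one of the two criteria met; inactive = both criteria failed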;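 also: plate controls were DMSO neutral control for no effect and GW8510 at 10 µM for full effect; many of its hits are not listed in these tables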
NSD2 inh – NSD2 histone methyltransferase inhibitors, primary screen, biochemical, AlphaScreen, single concentration, set 2; Histone-lysine N-methyltransferase NSD2 (Homo sapiens), O96028; NSD2 peptide methylation, 120 min; inhibition, % at 12.5 µM; 310,000 compounds, 0.54% hits; AID 743445, 2014; in the data active = inhibition above about 50%
Mot1-301 SUMO – yeast Mot1-301 growth rescue at high temperature, primary screen, SUMOylation pathway inhibitor project, S. cerevisiae, ATP luminescence, 38.5C; S. cerevisiae Mot1-301 growth rescue; percent above DMSO median, 100 means doubled; growth rescue, % at 18.8 µM; 320,000 compounds, 1% hits; AID 2716, 2010;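 active = every valid replicate shows activation above 250% relative to neutral control wells; inactive = the rest, any valid replicate at or below 250%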;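 also: OY570 slx delta 5 strain wells were the positive control but not used for scaling; some compounds called inactive have numbers as strong as hits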
PvdQ acylase – P. aeruginosa PvdQ acylase inhibitors, primary screen, biochemical, fluorescence, plate reader and imaging, single point; 340,000 compounds, 0.063% hits; inhibition, % at 10 µM; purified PvdQ acylase; AID 488965, 2010; in the data active = inhibition above about 30%, passing the limit was not always enough; inconclusive = no clear call, values can overlap the other calls;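 also: 0% = vehicle neutral wells and 100% = reference inhibitor wells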
Rtt109 HAT inh – inhibitors of C. albicans Rtt109/Vps75 HAT, primary screen, biochemical, ThioGlo CoA-SH fluorescence, plate reader | Histone acetyltransferase RTT109 (Candida albicans (strain SC5314 / ATCC MYA-2876)), … | purified Rtt109/Vps75, 4 h | inhibition, % at 34.9 µM | 330,000 compounds, 0.16% hits | AID 540336, 2011;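 active = inhibition of at least 50% in every replicate; inconclusive = best replicate reaches 50% inhibition but some replicates fall short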
Target sequence (Q5AAJ8 whole entry, looked up): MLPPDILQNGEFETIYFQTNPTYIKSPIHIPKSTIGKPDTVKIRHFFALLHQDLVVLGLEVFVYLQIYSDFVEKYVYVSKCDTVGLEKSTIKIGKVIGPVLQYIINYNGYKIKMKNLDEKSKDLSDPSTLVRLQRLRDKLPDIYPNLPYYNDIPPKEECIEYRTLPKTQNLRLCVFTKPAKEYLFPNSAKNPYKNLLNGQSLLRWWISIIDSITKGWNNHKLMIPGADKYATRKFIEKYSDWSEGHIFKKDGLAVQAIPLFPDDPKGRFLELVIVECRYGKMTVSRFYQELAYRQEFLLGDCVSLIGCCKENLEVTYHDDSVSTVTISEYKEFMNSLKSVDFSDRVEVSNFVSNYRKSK
PfHsp90 yeast 2 – growth inhibition of PfHsp90-expressing yeast, primary screen, antimalarial PfHsp90 inhibitor project, S. cerevisiae, BacTiter-Glo luminescence, single point, set 2. inhibition, % at 9.4 µM. AID 504621, 2011. 310,000 compounds, 0.32% hits. BacTiter-Glo ATP, 48 h; yeast lacking PDR1 and PDR3 efflux regulators;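 active = every replicate shows inhibition above about 80%, whatever the replicate mean, limit read from the data; inconclusive = mean inhibition reaches the set limit but some replicate falls short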;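 also: 0% = DMSO neutral controls and 100% = 20 µM radicicol positive controls; yeast relying on Plasmodium falciparum Hsp90 in place of its own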
Keap1-Nrf2 PPI – Keap1-Nrf2 protein-protein interaction inhibitors, primary screen, biochemical, fluorescence polarization, single point; Keap1 Kelch-Nrf2 peptide fluorescence polarization, 1536-well; AID 504523, 2011; Kelch-like ECH-associated protein 1 (Homo sapiens), Q14145; 340,000 compounds, 0.15% hits; inhibition, % at 9.4 µM; in the data active = inhibition above about 12%; inconclusive = no clear call, values can overlap the other calls; inactive = below about 7.3%;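 also: human Keap1 Kelch domain with fluorescein labeled Nrf2 9mer peptide probe; 0% = neutral control wells and 100% = peptide positive control; higher means more block of Keap1 binding to Nrf2 peptide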
Target sequence (Q14145 whole entry, looked up, the tested form may be a part): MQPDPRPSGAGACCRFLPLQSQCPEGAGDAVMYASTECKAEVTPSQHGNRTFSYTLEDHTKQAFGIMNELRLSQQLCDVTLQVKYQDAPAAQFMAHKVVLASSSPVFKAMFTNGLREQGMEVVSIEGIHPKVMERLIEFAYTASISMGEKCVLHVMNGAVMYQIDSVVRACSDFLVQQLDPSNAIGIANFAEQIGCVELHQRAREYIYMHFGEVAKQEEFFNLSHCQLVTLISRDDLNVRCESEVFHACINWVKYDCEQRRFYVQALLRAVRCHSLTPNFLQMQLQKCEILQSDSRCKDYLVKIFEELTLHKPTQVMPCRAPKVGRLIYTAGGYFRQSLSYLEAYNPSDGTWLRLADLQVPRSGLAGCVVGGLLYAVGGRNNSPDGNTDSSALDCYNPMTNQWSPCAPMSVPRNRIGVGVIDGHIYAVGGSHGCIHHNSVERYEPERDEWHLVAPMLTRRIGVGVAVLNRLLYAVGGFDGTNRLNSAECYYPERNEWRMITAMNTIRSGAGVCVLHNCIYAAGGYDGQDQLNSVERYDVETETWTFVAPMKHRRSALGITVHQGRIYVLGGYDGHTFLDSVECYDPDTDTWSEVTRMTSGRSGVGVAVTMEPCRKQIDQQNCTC
dFosB activator – activators of delta FosB homodimer, primary screen, biochemical, fluorescence polarization, TAMRA-CDK5 oligo, single point | 340,000 compounds, 0.99% hits | activation, % at 25 µM | purified delta FosB; percent of positive-control signal above neutral wells | Protein FosB (Mus musculus), P13346;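 active = mean activation above about 17%, with every replicate also reaching it, limit read from the data, passing the limit was not always enough; inconclusive = only one of the two conditions met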;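 also: fluorescence polarization rise as delta FosB binds a TAMRA Cdk5 AP-1 oligo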
RTF Ca sens inh – cardiac RTF calcium sensitivity inhibitors, primary screen, biochemical, IANBD-TnC fluorescence, EC70 calcium | Troponin I, cardiac muscle (Homo sapiens) + Troponin T, cardiac muscle (Homo sapiens) + … | IANBD-labeled cardiac RTF, Ca2+ fluorescence | inhibition, % at 7.15 µM | 340,000 compounds, 0.12% hits;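 active = inhibition above the mean inhibition of all tested compounds plus 3 SD, cut at about 17% in these data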;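 also: assay run at fixed EC70 calcium of 1.6 mM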
RTF Ca sens act – cardiac RTF calcium sensitivity activators, primary screen, biochemical, IANBD-TnC fluorescence, EC20 calcium; 340,000 compounds, 0.24% hits; Troponin I, cardiac muscle (Homo sapiens) + Troponin T, cardiac muscle (Homo sapiens) + …; IANBD-labeled TnC RTF fluorescence at EC20 calcium; 0% EC20 calcium, 100% full calcium; activation, % at 7.2 µM;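 active = activation above the mean over all tested compounds plus 3 SD, cut at about 30% in these data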;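 also: rise in fluorescence read as greater calcium sensitivity of cardiac thin filaments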
* = called active by the depositor; u = inconclusive; x = no result given; + = active, no number.

SMILES,LANA DNA inh,CDK5 inh,NSD2 inh,Mot1-301 SUMO,PvdQ acylase,Rtt109 HAT inh,PfHsp90 yeast 2,Keap1-Nrf2 PPI,dFosB activator,RTF Ca sens inh,RTF Ca sens act
O=C(CNC(=O)c1ccc(Cl)cc1)c1ccccc1,-0.7,-0.3,12,-4,0,x,-6,1,-6,-1,2
Cc1ccc2[nH]c3c(=O)n(CCCN4CCN(C)CC4)cnc3c2c1,-1.2,-1.2,2,19,-9,1,3,-1,-4,-3,6
COc1ccccc1/C=C/C(=O)NCC(=O)N/N=C/c1ccc(C)o1,0.9,-1.2,2,-15,5,14,-12,0,-10,0,-8
Cc1nc(NC(=O)c2ccco2)sc1-c1csc(Nc2ccc(Cl)cc2)n1,2.6,-1.5,x,-9,1,-1,11,2,-4,-7,-1
Cn1c(CN2CCN(C(=O)c3ccccc3)CC2)nc2cc([N+](=O)[O-])ccc21,-0.5,-0.4,-1,8,12,x,-5,-1,-2,-17,2
CCCCC(=O)Nc1ccc(NC(=O)c2cnccn2)cn1,0.5,-4.0,3,2,-12,3,0,-5,-7,-11,4
CNc1nc(-c2ccccc2)[n+](-c2ccc(C)cc2)s1,0.9,-1.7,4,-16,-9,-5,27,-3,-6,-14,8
N#Cc1c(/N=C\c2ccc(O)c([N+](=O)[O-])c2)sc2c1CCCC2,-0.9,-0.7,10,-8,-9,x,-10,-5,-6,-17,3
COc1ccc(-c2nc(CCl)cs2)cc1,-2.9,-2.6,-2,-27,-4,5,25,0,0,-1,1
CN(C)C=NC(=O)c1cc(C(=O)c2ccc(Cl)cc2)c[nH]1,-0.3,-0.1,-5,-9,-13,-6,-24,2,-8,-3,1
O=C(Nc1ccncc1)Nc1cccc(F)c1,-1.5,2.0,-2,3,1,5,-4,1,-9,3,-5
CCn1cc(/C=N/O)c(C)n1,0.8,0.0,-2,-15,-9,3,-2,3,4,-2,-2
Cc1cccc(N2CC(C(=O)Nc3nnc(SCC(=O)Nc4nccs4)s3)CC2=O)c1 (stereo not given),1.1,1.0,12,-15,0,5,-2,6,-4,7,2
CCCC(=O)Nc1ccc(-c2csc(N/N=C\c3ccncc3)n2)cc1,-2.5,-1.5,0,-22,0,22,-1,-4,-16,-12,6
O=C(COc1ccccc1)Nc1ccc(S(=O)(=O)Nc2ncccn2)cc1,-0.8,0.7,-2,-5,-11,-3,12,1,2,-3,1
CC(=O)Nc1ccc(NC(=O)COC(=O)c2c3c(nc4ccccc24)CCN(Cc2ccccc2)C3)cc1,-0.6,0.3,0,-1,-11,0,-7,-17,15,4,-4
CC(=O)Nc1ccc(C(=O)OCC(=O)Nc2ccc(S(=O)(=O)N3CCOCC3)cc2)cc1,0.6,-0.3,-5,-5,-7,-3,-1,-4,-18,9,-5
CCOc1ncccc1C(=O)N(C)CC1COc2ccccc2O1 (stereo not given),-1.6,-0.2,6,0,-11,-3,-5,-2,-2,0,15
COc1ccc(CCC(=O)NCc2cn3ccccc3n2)cc1,0.0,-0.7,5,-12,-14,0,14,-1,1,-19,1
NC(=S)NNC(=O)c1ccccc1,1.7,2.3,4,62,-10,7,12,4,5,-3,-5
O=C1C2CC=C(Cl)CC2C(=O)N1CNc1ccccn1 (stereo not given),0.1,-0.7,-1,3,2,-9,1,1,2,-1,-5
O=C(COC(=O)C1=COCCO1)Nc1ccc([N+](=O)[O-])cc1C(F)(F)F,-0.6,-2.6,2,0,2,-3,x,-2,-2,1,-5
F[B-](F)(F)COCc1ccccc1Br,-0.2,0.7,x,x,-3,-7,16,-3,0,-1,1
CC1CCCCC12NC(=O)N(CC(=O)Nc1ccccc1N1CCOCC1)C2=O (stereo not given),0.3,0.6,-1,33,-1,9,-1,-1,-7,5,3
COc1ccc(C(=O)Nc2ccc(N3CCCC3)cc2)cc1,0.0,-5.9,2,-9,-7,-1,-29,-3,29*,-6,3
CCOc1ccc(OCc2ccc(C(=O)O)o2)cc1,1.7,-2.2,2,-14,-19,9,2,-3,-6,6,4
CCC1(CC)NC(=O)N(CC(=O)Nc2cccc3ccccc23)C1=O,0.7,-0.1,0,13,6,2,7,-1,-3,-2,-4
COc1ccc(S(=O)(=O)CCC(=O)Nc2c(C)cccc2C)cc1,-0.6,1.3,2,367,-14,-22,25,1,2,-15,2
O=C(Nc1cccc(Cl)c1)Nc1ccc2c(c1)OCO2,-3.3,-0.5,-4,26,-13,4,-16,1,-7,-6,5
CCCCCCc1ccc(OC(=O)c2ccncc2)cc1,0.0,-0.2,3,34,-3,8,2,-2,7,0,-1
CN1CCN(S(=O)(=O)c2ccc3c(c2)OCCO3)CC1,-1.4,1.4,-2,-7,-7,1,4,-5,5,5,4
N#C/C(=C\c1cccnc1)C(=O)Nc1ccc(SC(F)F)cc1,1.6,-0.7,1,1,1,-1,-7,-4,-3,1,-5
CC(C)n1ncc2c(C(=O)N3CCN(Cc4ccc(Cl)s4)CC3)cc(C3CC3)nc21,-0.8,-0.2,3,8,-18,-5,x,-7,-20,1,-1
O=C(COc1ccccc1Cl)N1CCCC1,0.6,-2.6,-1,2,2,2,x,2,-5,-5,-1
CCn1c(CNc2ccc(OC)cc2)nnc1SCC(=O)c1ccc(OC)cc1,-1.1,x,1,3,-1,1,-5,2,-12,-2,-4
Cc1nn(C)cc1CN(C)C(=O)CC12CC3CC(CC(C3)C1)C2,-0.6,-2.1,-1,9,-12,-18,-11,-2,1,-16,1
CC1(C)CC(=O)C2=C(C1)N(CC1CCCO1)C(=O)C2(NC(=O)c1cccnc1)C(F)(F)F (stereo not given),0.4,1.0,9,-2,11,0,x,3,-5,-10,-2
CCOC(=O)Cn1c2ccc(C)cc2c2nc(C)sc21,-1.7,0.2,2,212,-4,-2,-23,-3,1,-10,-4
Cc1ccccc1-n1c(-c2cccnc2)n[nH]c1=S,1.5,1.5,1,+,-15,8,-2,1,7,-6,4
COc1ccc(CN2CCN(CC=C(C)C)C(CCO)C2)cc1Cn1cccn1 (stereo not given),-1.0,-0.4,0,184,4,23,13,-8,-2,-10,4
Cc1cnc(NC(=O)CN2CCN(c3ccccc3F)CC2)s1,0.4,0.8,-1,990*,11,-6,3,3,3,-15,-3
OCCN1CCN(Cc2cc(Br)cc(Br)c2O)CC1,-0.4,-3.4,-1,13,-21,-9,10,-3,-1,0,8
Cc1ccc(C(=O)NCCCNC(=O)c2ccccc2F)cn1,-2.8,-2.0,0,5,3,45,-6,-4,-1,-6,4
CCCS(=O)(=O)N1CCC(C(=O)NCCN2CCC(Cc3ccccc3)CC2)CC1,1.1,0.7,-1,272,-16,-2,-9,-2,-6,1,2
COc1ccc(S(=O)(=O)NC2(C(F)(F)F)N=C3SCCN3C2=O)cc1 (stereo not given),0.0,0.9,6,9,5,21,-10,-5,1,-4,1
COc1ccc(OC)c(C(=O)CSc2nnc(-c3cccs3)n2C)c1,0.0,-0.9,-3,-26,-11,-4,12,2,7,-6,-3
Cc1[nH]c(=O)[nH]c(=O)c1/C=N/NC(=O)[C@H](C)N,2.6,0.7,-2,-31,-8,-3,-43,3,-7,-4,8
CCN(CC(=O)NCc1cccs1)C(=O)c1cccc(S(=O)(=O)N(C)C)c1,-0.6,1.2,-3,3,-12,-3,-33,-1,-1,-6,9
O=C(Nc1cc(C(F)(F)F)ccc1N1CCOCC1)c1ccc(Cl)nc1,1.2,-0.7,-2,121,-9,0,-19,-1,7,5,-4
Cc1ccc(CCC(=O)Nc2ccc(CC(=O)O)cc2)o1,0.4,0.2,0,-2,-10,-4,-33,1,-9,-10,-1
CCOCCCNc1nc2c(C)cccn2c(=O)c1/C=C1\SC(=S)N(C(C)CC)C1=O (stereo not given),-2.5,-0.4,x,-9,-8,1,-5,-22,u,-33,29
CCn1ncc(S(=O)(=O)NCc2ccccc2Cl)c1C,1.1,1.3,0,-17,-4,-4,1,1,6,-8,-4
CN(C)c1nc(N(C)C)nc(N2CC(=O)N(c3ccccc3)C2=N)n1,1.3,1.3,0,x,-8,-3,-9,1,-16,-11,4
CCCc1c(NC(=O)Nc2ccc(F)cc2)cnn1-c1ccc(Cl)cc1,2.2,-2.8,-2,0,0,-2,4,0,9,3,5
Cc1ccc2[nH]c(=O)c3cc(C(=O)NC(C)C)sc3c2c1,-1.5,3.1,4,228,u,5,1,1,-26,-3,-5
COc1ccc(NC(=O)Nc2c[nH]c(=O)[nH]c2=O)cc1OC,-8.4,-0.5,-5,-3,-2,-1,-11,-1,-7,0,6
CC1CCC2(CC1)NC(=O)N(CC(=O)c1ccc(Cl)s1)C2=O (stereo not given),2.7,-0.4,0,254,3,3,1,-1,-11,-8,-1
CS(=O)(=O)c1ccc(Cl)c(NC(=O)COC(=O)/C=C/c2cnc3ccccc3n2)c1,1.3,0.8,-3,-15,-8,-6,-11,-2,13,-9,-1
OCC#CCSc1nnc(-c2ccccc2Br)o1,-0.9,-0.3,0,14,4,6,1,2,-8,-4,1
CCOC(=O)C1=C(C)NC(=O)NC1c1c(O)ccc2ccccc12 (stereo not given),1.9,-0.9,x,-14,1,-6,4,-7,-4,-6,-4
CCCC1CCC(c2ccc(/C(N)=N/O)cc2)CC1 (stereo not given),-0.9,0.9,-4,204,-11,1,91*,2,-4,4,2
CCC(C)NS(=O)(=O)c1ccc(-c2csnn2)s1 (stereo not given),-0.7,-1.9,-2,118,-7,0,3,-4,-7,7,2
